Screens (PubChem BioAssay)
BoNT A protease – blocks Botulinum neurotoxin A light chain protease | multiplex microsphere protease substrate cleavage, flow cytometry | inhibition, % at 10 µM | actives 0.17% (n = 360,000) | AID 588499; also: plate controls were buffer without enzyme for full effect and enzyme alone for no effect
BH1578 lux ind – induces V. cholerae light production without autoinducers; V. cholerae BH1578 lux reporter, luminescence, 6 h; activation, % at 18.7 µM; actives 0.16% (n = 350,000); AID 588436; in the data active = activation mostly above about 9.7%, no sharp cut-off; inconclusive = no clear call, values can overlap the other calls; inactive = mostly below about 3.7%; also: not every result past the cut was called active; inactives centre near 0; reference of the scale not given here
PrPC TRFRET – inhibitors of human cell surface prion protein PrPC; P04156; TR-FRET read-out; inhibition, % at 13.8 µM; actives 0.43% (n = 370,000); AID 720596; in the data active = inhibition above about 24%; also: 0% = median of the test wells and 100% = reference compound wells
TcdB inh – blocks C. difficile toxin B glycohydrolase activity | actives 0.24% (n = 350,000) | inhibition, % at 9.99 µM | AID 652162 | TcdB glycohydrolase enzymatic assay, plate reader; in the data active = inhibition above about 10%
Y pestis TopoI – blocks Yersinia pestis topoisomerase I activity. Y. pestis Topo-I cleavage product accumulation, plate reader. activity, % at 10 µM. actives 0.064% (n = 360,000); in the data active = activity above about 50%, passing the limit was not always enough; inconclusive = no clear call, values can overlap the other calls; also: inactives centre near 2
PfHsp40 rescue – compounds rescuing yeast from Plasmodium falciparum HSP40 toxicity; growth rescue, % at 12.5 µM; AID 504582; actives 0.68% (n = 340,000); S. cerevisiae expressing PfHsp40, growth rescue, ATP luminescence; in the data active = growth rescue above about 28%, passing the limit was not always enough; inconclusive = no clear call, values can overlap the other calls;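 also: yeast W303a lacking pdr1 and pdr3 grown in galactose medium; growth measured after three days at 30 °C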
SSB-PriA inh – blocks PriA binding to SSB C-terminal tail; AlphaScreen SSBct-PriA binding, biotinylated peptide; inhibition, % at 33 µM; actives 0.6% (n = 430,000); in the data active = inhibition mostly above about 37%, no sharp cut-off; inactive = mostly below about 20%;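 also: plate controls were negative control peptide for no effect and reference peptide for full effect; strong numbers were not always called active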
3CLpro inhibitor – SARS-CoV 3CLpro protease inhibition | actives 0.14% (n = 290,000) | P0C6X7 | AID 1706 | recombinant SARS-CoV 3CLpro, quenched FRET peptide cleavage | inhibition, % at 6 µM; in the data active = inhibition above about 12%
Anthrax LF inh2 – inhibitors of Bacillus anthracis lethal factor protease; P15917; multiplex microsphere protease cleavage assay, LF; inhibition, % at 10 µM; actives 0.12% (n = 360,000); AID 588501; also: plate controls were buffer without enzyme for full effect and enzyme alone for no effect
Numbers without * were called inactive; i = inactive; ? = inconclusive; . = not tested or not shown; & = joins results of further samples. Rule as the data show it, unless noted: active = inhibition above about 30%; inconclusive = no clear call, values can overlap the other calls; inactive = below that. An excerpt; count on the stated rates, not on these rows.

SMILES	BoNT A protease	BH1578 lux ind	PrPC TRFRET	TcdB inh	Y pestis TopoI	PfHsp40 rescue	SSB-PriA inh	3CLpro inhibitor	Anthrax LF inh2
CCOC(=O)C1CCN(C(=O)COC(=O)C2CCN(S(=O)(=O)c3ccc4c(c3)OCCO4)CC2)CC1	3.5	i	1	2.3	9	-0.7	3	.	-1
COCc1ccc(C(=O)N2CCCC(Nc3ccc(C(C)C)cc3)C2)o1 (stereo unspecified)	-0.1	i	4	1.6	26	-0.3	0	0	0
CN(C(=O)c1nn(C)c2c1CS(=O)(=O)c1ccccc1-2)c1cccc(Cl)c1	0.6	-0.1	-3	1.8	5	0.5	-5	3	0
CCOC(=O)N1CCN(c2cc(N)c([N+](=O)[O-])cc2F)CC1	1.2	-0.4	-19	4.5	8	-0.1	6	7	0
CCOC(=O)[C@H]1[C@H]2COc3ccc(OC)cc3[C@@H]2N2C(=O)c3cc(OC)c(OC)cc3NC(=O)[C@@]12C	-1.1	-0.4	2	0.1	13	-0.3	15	.	3
Cc1cccn2c(=O)c3cc(C(=O)N4CCN(C(=O)c5ccco5)CC4)n(C)c3nc12	-0.4	i	-6	.	2	-0.7	-8	1	1
CC(C)NC(=O)Nc1cccc2c1O[C@H](CN(C)S(=O)(=O)c1ccc(F)cc1)[C@@H](C)CN([C@H](C)CO)C2=O	-0.9	i	-1	-0.1&1.0	13	1.0	0	.	-11
CN(CCOc1ccccc1)C(=O)c1ccc(F)c(S(=O)(=O)N2CCOCC2)c1	.	-0.2	5	0.3	8	-0.1	-11	.	.
CC(C)(C)OC(=O)N1Cc2ccccc2C[C@H]1C(=O)NC1CCCC1	-2.6	2.3	5	0.3	-3	-0.8	-16	5	4
O=S(=O)(O)CCN1CCOCC1	-0.3	-1.5	4	.	3	0.4	-18	-4	2
COC(=O)Cn1c(CN2CCN(c3ccccc3F)CC2)nc2c1c(=O)n(C)c(=O)n2C	-0.4	-0.2	10	2.7	1	0.5	-6	.	-9
CCOc1ccccc1Oc1coc2cc(O)ccc2c1=O	-0.1	-2.2	1	.	-2	0.4	-4	5	1
CCCc1c(-c2ccccc2F)ncn1CCc1ccccc1OC	-0.1	.	20	1.7	.	.	.	.	-4
O=C1C=C(c2ccc(C(=O)O)c(Cl)c2)C[C@@H](c2ccc3c(c2)OCO3)C1	-0.2	-0.5	-6	-1.7	-2	0.6	-6	.	-1
CN(CC(=O)Nc1ccc(F)cc1)C(=O)COC(=O)Cc1c(F)cccc1Cl	0.7	1.0	3	-1.8	-14	0.0	-3	.	0
CN(N=Nc1ccc([N+](=O)[O-])cc1)c1ccccc1	-0.7	i	3	0.0	-7	0.6	11	-2	1
O=C(Nc1cccc(-c2ccc3nncn3n2)c1)c1ccco1	-0.5	-0.6	-12	1.0	2	1.1	-3	-5	9
CC(NC(=O)C(Cc1ccccc1)=NO)c1ccccc1 (stereo unspecified)	0.2	.	1	0.7	2	1.9	-19	.	-2
CCOc1ccc(C(NC(=O)CC)c2c(O)ccc3ccccc23)cc1 (stereo unspecified)	-0.6	i	1	0.8	11	2.7	-4	2	3
O=C(COc1ccc([N+](=O)[O-])cc1)N(Cc1ccccc1)Cc1ccccc1	-0.4	i	-5	-0.9	26	2.0	-6	-1	0

2 entries picked at random from those above, as already listed:
SMILES	BoNT A protease	BH1578 lux ind	PrPC TRFRET	TcdB inh	Y pestis TopoI	PfHsp40 rescue	SSB-PriA inh	3CLpro inhibitor	Anthrax LF inh2
COC(=O)Cn1c(CN2CCN(c3ccccc3F)CC2)nc2c1c(=O)n(C)c(=O)n2C	-0.4	-0.2	10	2.7	1	0.5	-6	.	-9
CCOC(=O)C1CCN(C(=O)COC(=O)C2CCN(S(=O)(=O)c3ccc4c(c3)OCCO4)CC2)CC1	3.5	i	1	2.3	9	-0.7	3	.	-1

Next part:
SMILES	BoNT A protease	BH1578 lux ind	PrPC TRFRET	TcdB inh	Y pestis TopoI	PfHsp40 rescue	SSB-PriA inh	3CLpro inhibitor	Anthrax LF inh2
CCOC(=O)c1c(C)[nH]c(C)c1C(=O)CSc1nc2ccccc2c(=O)n1-c1ccc(C)cc1	-0.6	-0.3	3	.	6	0.3	1	5	-1
O=C(NCCc1ccc(F)cc1)C(=O)Nc1cc2c3c(c1)CC(=O)N3CCC2	-129	i	1	-2.3	14	-0.3	9	.	-28
O=C(/C(=C(\[O-])c1ccccc1)[n+]1ccc2ccccc2c1)c1ccc(Cl)cc1	7.0	-4.2	-4	.	-7	1.8	.	6	3
C/C=C/c1ccc(OCCCCNCc2ccco2)c(OC)c1	-0.6	-2.3	5	2.0	6	-1.3	3	-1	-7
Cc1cccc(C)c1NC(=S)N(Cc1cccnc1)Cc1ccccc1Cl	-1.3	-0.3	-4	1.9	-2	-0.3	-5	3	0
CC(C)NC(=O)c1onc(CSc2ccc(F)c(F)c2)c1C(=O)O	0.4	-0.5	3	5.3	3	-0.1	0	4	-2
CN(CC(=O)Nc1ccc(F)cc1)C(=O)C1CCN(C(=O)Nc2ccccc2)CC1	-1.8	i	-2	1.2	-14	-1.8	11	.	-3
CCOC(=O)c1cc[n+](CC(=O)c2ccc(F)cc2)cc1	4.9	-0.4	2	.	0	0.2	-6	0	-1
O=C(c1[nH]c(C(F)(F)F)nc1-c1ccccc1)N1CCN(c2ccncc2)CC1	0.0	.	4	-0.2	.	.	.	.	4
COC(=O)C1(C)NC(c2ccc(Cl)cc2)C2C(=O)N(c3ccccc3)C(=O)C21 (stereo unspecified)	0.1	i	4	-6.9	-1	-1.1	-12	0	-9
Cc1ccc(/C=N/Nc2nnc(Cl)c3ccccc23)cc1	-0.5	i	-4	-5.7	0	0.6	.	-6	-2
C=CCOC(=O)C1=C(C)Nc2[nH]c(=O)[nH]c(=O)c2C1c1ccccc1 (stereo unspecified)	-0.7	i	-4	1.6	-3	-0.9	11&5	-6	-2
CC(C)c1ccccc1NC(=O)Nc1nnc([C@H]2C[C@H](O)[C@@H](CO)O2)s1	0.2	-0.7	-6	-0.1	-4	.	.	.	-4
O=C(CCN1C(=O)c2cccc3cccc(c23)C1=O)NCC1CCCO1 (stereo unspecified)	-0.3	i	-27	0.3	3	-1.2	-7	2	-2
O=C(Cc1ccccc1)Nc1ccc(N2CCOCC2)cc1N1CCOCC1	1.4	.	2	.	4	2.5	-15	-2	-5
O=C1c2ccccc2C(=O)N1C(CO)C(O)c1ccc([N+](=O)[O-])cc1 (stereo unspecified)	0.1	i	-2	0.8	-1	-1.5	-1	-2	2
CC1(C)CC2CCC(O)C2C(CCO)N1 (stereo unspecified)	-0.2	i	-9	1.1	3	-0.8	-8	.	0
CC(=O)O[C@H]1CC[C@@]2(C)C(CCC3C2CC[C@]2(C)OC(=O)CCC32)C1 (stereo partly specified)	-0.1	i	7	.	24	0.0	-9	-2	-1
CCOC(=O)c1c(NCC2CCCO2)c2ccccc2[nH]c1=O (stereo unspecified)	0.1	12	3	.	-2	-0.7	-21	1	0
O=S(=O)(NC1CCCCC1)OCC(Cl)(Cl)Cl	0.2	i	0	1.3	-10	-0.1	-9	-4	-2
NCc1cc(=O)[nH]o1	-0.2	-2.8	5	1.5	6	0.3	1	.	-14
C=CCS(=O)(=O)c1nc2ccccc2s1	0.0	i	-6	.	1	0.7	-18	2	0
CC(O)(c1ccccc1)c1nc(/C=C/c2ccccc2)cs1 (stereo unspecified)	-0.2	i	4	0.4	1	.	.	.	-5
CC(C)(C)C(=O)Nc1nc2cc3c(cc2s1)OCO3	-0.1	i	9	1.2	3	-0.3	-7&8	0	2
Nn1c(SCc2cccc(F)c2)nnc1-c1ccncc1	.	-0.1	1	-0.2	1	-0.8	-4	4	.
CCOC(=O)C1=NN(c2ccccc2)C(=O)C1	1.7	i	-3	0.1	-8	113*	1	2	1
COc1ccc(OC)c(S(=O)(=O)NC(C)CCc2ccccc2)c1 (stereo unspecified)	-1.9	-1.5	2	1.2	11	0.8	-9	-2	-3
Nc1nc(N)nc(-c2ccc([N+](=O)[O-])o2)n1	-0.1	.	-45	0.4	5	0.3	-1	.	2
O=C(Nc1nncs1)c1c(F)c(F)c(F)c(F)c1F	-0.4	-0.3	-5	.	3	-1.5	-7	10	-2
O=C(Nc1ccccc1F)c1ccc(-c2cccc([N+](=O)[O-])c2)o1	-3.8	-0.1	-13	0.6	-7	0.5	8	-2	2
Cc1ccc(S(=O)(=O)N2CCN(C(=O)c3n[nH]c(=O)c4ccccc34)CC2)c(C)c1	?	-2.0	-5	-0.4	0	0.2	1	.	?
O=C(NCCN1CCN(C(=O)c2cccc(OC(F)F)c2)CC1)c1cccc(OC(F)F)c1	-1.1	5.6	-8	0.3	-5	-0.4	-14	.	-4
COc1ccc(/C=C2/CSC/C(=C/c3ccc(OC)c(OC)c3)C2=O)cc1OC	0.1	5.6	-14	0.3	47	0.0	-2	.	-6
CCOC(=O)C1CCN(C(=O)CCS(=O)(=O)c2ccc3c(c2)n(C)c(=O)c(=O)n3C)CC1	-0.4	-0.4	5	1.0	4	-0.6	-9	9	-6
Nc1nc(-c2ccccc2)cc(N2CCCCC2)n1	0.7	6.7	1	.	4	-0.2	-6	1	1
CC1(C)CC(=O)C2=C(C1)NC1=C(C(=O)c3ccccc31)C2c1ccc(Cl)cc1 (stereo unspecified)	0.4	-0.3	-1	.	-28	-0.5	36	-1	-3
CCc1ccc(NC(=O)C(=O)NCC(O)c2ccccc2)cc1 (stereo unspecified)	-0.2	-0.3	5	0.7	-2	0.6	-9	1	-2
COc1ccc2[nH]c3c(c2c1)CCN1C(=O)C(CC(=O)NCC24CC5CC(CC(C5)C2)C4)C[C@H](C(=O)N2CCCCC2)[C@@]31C (stereo partly specified)	0.3	-1.0	4	-0.2	14	2.5	16	.	-12
CCN(CC(=O)Nc1c(C(=O)OC)[nH]c2ccc(C)cc12)c1ccc2c(c1)OCO2	-2.2	-0.4	1	.	-13	5.2	-19	0	-10
COC(=O)NC(=S)N1CCOCC1	1.1	-3.0	5	.	2	-0.9	-3	6	-7
S=c1[nH]ccn1-c1ccc(Cl)cc1	0.0	-0.6	7	-0.6	9	-1.3	3	-2	3
CC(=O)N1N=C(c2cccc([N+](=O)[O-])c2)OC1c1cccc(Br)c1 (stereo unspecified)	0.2	-0.2	-7	0.7	-2	1.0	28	2	-3
Cc1c(OC(C)C(=O)NCc2ccncc2)ccc2c3c(c(=O)oc12)CCCC3 (stereo unspecified)	1.5	i	17	0.8	21	1.6	-3	-5	-1
CC(C)(C)OC(=O)N1CCN(C(=O)c2nc[nH]c2C(=O)N2CCN(c3ccccc3)CC2)CC1	0.3	-0.6	2	1.1	6	-1.8	-4	.	1

Molecules listed so far containing a nitro group on carbon (7):
SMILES	BoNT A protease	BH1578 lux ind	PrPC TRFRET	TcdB inh	Y pestis TopoI	PfHsp40 rescue	SSB-PriA inh	3CLpro inhibitor	Anthrax LF inh2
CCOC(=O)N1CCN(c2cc(N)c([N+](=O)[O-])cc2F)CC1	1.2	-0.4	-19	4.5	8	-0.1	6	7	0
CN(N=Nc1ccc([N+](=O)[O-])cc1)c1ccccc1	-0.7	i	3	0.0	-7	0.6	11	-2	1
O=C(COc1ccc([N+](=O)[O-])cc1)N(Cc1ccccc1)Cc1ccccc1	-0.4	i	-5	-0.9	26	2.0	-6	-1	0
O=C1c2ccccc2C(=O)N1C(CO)C(O)c1ccc([N+](=O)[O-])cc1 (stereo unspecified)	0.1	i	-2	0.8	-1	-1.5	-1	-2	2
Nc1nc(N)nc(-c2ccc([N+](=O)[O-])o2)n1	-0.1	.	-45	0.4	5	0.3	-1	.	2
O=C(Nc1ccccc1F)c1ccc(-c2cccc([N+](=O)[O-])c2)o1	-3.8	-0.1	-13	0.6	-7	0.5	8	-2	2
CC(=O)N1N=C(c2cccc([N+](=O)[O-])c2)OC1c1cccc(Br)c1 (stereo unspecified)	0.2	-0.2	-7	0.7	-2	1.0	28	2	-3
